# Compound activity deposited in PubChem BioAssay by The Scripps Research Institute Molecular Screening Center.
# LEDGF integ inh – blocks HIV-1 LEDGF/p75-dependent DNA integration. TR-FRET IN-LEDGF/p75 DNA integration, Eu/Cy5. actives 0.64% (n = 370,000). inhibition, % at 3.7 µM. AID 743269;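 active means inhibition above the screen-wide mean plus 3 SD, cut at about 13% in these data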;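 further: signal is the Cy5 over europium emission ratio at 671 and 618 nm; 0% = plate median of compound wells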
# PG9 binder – binds the HIV-1 gp120 antibody PG9; TR-FRET gp120-PG9 antibody binding; inhibition, % at 6.7 µM; actives 0.43% (n = 360,000); AID 624416; in the data active means inhibition above about 8.5%
# PRMT1 inh – inhibitors of human PRMT1; recombinant PRMT1, activity-based probe fluorescence polarization; inhibition, % at 2.79 µM; actives 1.3% (n = 370,000);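 active means inhibition above about 21% made by adding two undisclosed values, limit read from the data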
# Target sequence (Q99873 whole entry, looked up): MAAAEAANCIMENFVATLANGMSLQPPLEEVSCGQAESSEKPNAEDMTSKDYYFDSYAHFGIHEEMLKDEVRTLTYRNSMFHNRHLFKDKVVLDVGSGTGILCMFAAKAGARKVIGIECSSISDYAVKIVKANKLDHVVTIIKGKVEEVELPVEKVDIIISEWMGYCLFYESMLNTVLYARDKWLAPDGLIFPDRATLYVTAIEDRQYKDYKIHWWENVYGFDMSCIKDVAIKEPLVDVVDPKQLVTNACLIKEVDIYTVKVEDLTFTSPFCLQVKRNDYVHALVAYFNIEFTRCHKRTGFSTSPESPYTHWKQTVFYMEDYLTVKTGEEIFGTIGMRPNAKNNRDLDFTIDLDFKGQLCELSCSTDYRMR
# UHRF1 binding – blocks human UHRF1 binding to methylated DNA. actives 0.75% (n = 370,000). inhibition, % at 4.4 µM. Q96T88. UHRF1 binding to methylated oligo, TR-FRET; in the data active means inhibition above about 21%;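 further: UHRF1 SRA domain binding a hemimethylated CpG hairpin DNA probe; 0% = median of test compound wells and 100% = reference inhibitor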
# TCR CD3 inh – human TCR-CD3 binding inhibition | actives 0.37% (n = 360,000) | TAMRA-labeled TCR probe fluorescence, biochemical | AID 651800 | inhibition, % at 9.4 µM; in the data active means inhibition above about 19%;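 further: recombinant mutant TCR 2C K166C tagged with TAMRA read by polarization; 0% = receptor in buffer alone and 100% = receptor with positive control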
# SIAE primary – inhibitors of human sialic acid acetylesterase SIAE; SIAE FP-Rh probe binding, fluorescence polarization; inhibition, % at 9.66 µM; actives 0.69% (n = 370,000); AID 1053197;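 active means inhibition above a cutoff: mean of compounds within the control limits plus 3 SD of those, cut at about 17% in these data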;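 further: 0% = plate median of compound wells and 100% = probe without SIAE protein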
# HTRA1 inh – blocks human HTRA1 serine peptidase; Q92743; recombinant HTRA1, FP-rhodamine activity-based probe, fluorescence polarization; inhibition, % at 5.96 µM; actives 0.5% (n = 340,000); AID 504803; in the data active means inhibition above about 36%;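 further: 0% = enzyme with DMSO and 100% = wells lacking enzyme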
# Target sequence (Q92743 whole entry, looked up): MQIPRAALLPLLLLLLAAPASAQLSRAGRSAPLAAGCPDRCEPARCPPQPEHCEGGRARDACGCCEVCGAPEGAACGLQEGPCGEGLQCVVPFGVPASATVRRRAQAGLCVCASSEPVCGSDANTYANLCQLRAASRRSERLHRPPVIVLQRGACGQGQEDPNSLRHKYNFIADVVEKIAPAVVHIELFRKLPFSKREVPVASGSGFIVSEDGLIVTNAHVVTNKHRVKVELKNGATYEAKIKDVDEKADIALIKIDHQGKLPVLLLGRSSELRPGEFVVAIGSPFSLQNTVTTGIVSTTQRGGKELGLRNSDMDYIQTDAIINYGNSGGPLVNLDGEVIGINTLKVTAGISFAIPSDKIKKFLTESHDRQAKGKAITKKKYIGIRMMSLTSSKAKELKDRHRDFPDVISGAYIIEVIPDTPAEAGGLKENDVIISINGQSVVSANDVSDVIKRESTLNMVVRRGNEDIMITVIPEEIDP
# mABHD4 FP – ABHD4 (mouse) inhibition, primary FP screen; Q8VD66; purified mABHD4, FP-Rh probe fluorescence polarization; inhibition, % at 8.92 µM; actives 0.54% (n = 370,000); AID 720543;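 active means inhibition exceeding the mean over every tested compound plus 3 SD, cut at about 30% in these data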;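 further: 0% = plate median of compound wells and 100% = S159A mutant with DMSO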
#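 Assay system: Wild-type mouse ABHD4 protein | Medium: HEPES pH 7.0 buffer, 150 mM NaCl, 0.01% Pluronic F-127 | Incubation: Enzyme–compound pre-incubation 45 min, then probe 60 min, both 25 °C | Technique: Fluorescence polarization with parallel and perpendicular emission, 525/598 nm | Evaluation: % inhibition of FP-Rh probe binding versus controls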
# TDP2 inh – TDP2 (human) inhibition, absorbance primary screen; O95551; recombinant TDP2, T5PNP hydrolysis, p-nitrophenol absorbance 415 nm; inhibition, % at 12.8 µM; actives 0.34% (n = 370,000); AID 720702;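 active means inhibition above the mean of all tested compounds plus 3 SD, set per campaign, cut at about 25% in these data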;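 further: 0% = DMSO with enzyme and 100% = buffer with substrate but no TDP2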
#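 Evaluation: % inhibition relative to enzyme-containing and enzyme-free wells. Material: recombinant human TDP2. Benchmarks: enzyme-free and DMSO wells. Timing: enzyme reaction with compound for 2 h at 37 °C. Compound dosing: 12.8 µM only. Measured by: p-Nitrophenol epi absorbance. Reagent: T5PNP substrate at 5 mM, a TopII-DNA adduct mimic. Replication: single well per compound.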
# DDE Tn7 FP inh – disrupts Tn7 cyclic peptide binding to fibrin D-Dimer-E complex; inhibition, % at 8.3 µM; actives 0.13% (n = 370,000); P02675; FP displacement of FITC-Tn7 peptide from fibrin DD(E); 0% = median of compound wells per plate;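 active means inhibition above the mean of compounds falling within the control limits plus 3 SD of them, cut at about 14% in these data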;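 further: 0% = plate median of compound wells and 100% = 10 µM Aha-Tn7 peptide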
#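 Also added: labelled Tn7 tracer, 0.1 µM; Assay system: human fibrin DD(E) protein; Amount: 2 µM fibrin DD(E); Schedule: 10 min compound pre-incubation, 3 h probe incubation at room temperature; Repeats: one replicate per compound; Read-out basis: percent inhibition; Measured by: fluorescence polarization of the labelled Tn7 tracer.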
# Numbers without * were called inactive; . = not tested or not shown; & = joins results of further samples.
# The line under a structure holds: LEDGF integ inh	PG9 binder	PRMT1 inh	UHRF1 binding	TCR CD3 inh	SIAE primary	HTRA1 inh	mABHD4 FP	TDP2 inh	DDE Tn7 FP inh
1. CCn1nc(C(=O)OCC(=O)N(CCC#N)c2ccccc2)c2ccccc2c1=O
    0	1.2	-2	-2	-2	13	5	5	4	0
2. CN(C)CC/C=C1/c2cc(F)ccc2CSc2ccc(F)cc21
    -1	1.0	-3	0	9	-5	-1	6	-4	0
3. CC1=C(C(=O)OCc2ccccc2)C(c2ccc(Cl)cc2)NC(=O)N1C (centres undefined)
    -4	-0.6	4	9	-4	0	-18	-9	-19	0
4. c1ccc(CNc2ncnc3ccccc23)cc1
    3&1	-2.2&-0.1	1&-4	-2&-2	-5&7	13&-2	2&7	1&-7	-16&-7	5&5
5. O=C(Nc1nccs1)c1ccc(NC(=O)C2CC=CCC2C(=O)O)cc1 (centres undefined)
    8	-2.0	-4	-2	-3	-7	-1	-2	-4	-5
6. COCCN1C(=O)N(c2cccc(OC)c2)C(=O)C1CC(=O)Nc1ccc(OC)cc1 (centres undefined)
    -2	-0.1	-2	-2	-8	1	0	2	-9	1
7. CCOC(=O)C(C)(C)Sc1ncnc2nc[nH]c12
    -1	1.6	-1	5	-2	0	-3	-5	2	3
8. CCNC(=O)COC(=O)C1CCN(S(=O)(=O)c2ccc3c(c2)OCCO3)CC1
    1	-1.4	-4	4	3	-16	3	-5	-21	-2
9. O=S(=O)(c1cccc(Cl)c1)N1CN(CC2CCCO2)c2nc3ccccc3nc21 (centres undefined)
    0	-2.2	-3	1	4	-7	-15	2	7	-2
10. Cc1cccc(NC(=O)c2nc[nH]c2C(=O)NC2CCN(C(=O)OC(C)(C)C)CC2)c1
    0	-1.0	-1	-6	-10	-6	-6	-5	-1	2
11. CCOc1ccccc1N1CCN(CC(O)COCc2cccs2)CC1 (centres undefined)
    -1	-1.5	5	4	-4	1	8	2	-3	0
12. CCN(C(=O)CCN1C(=O)c2ccccc2S1(=O)=O)c1ccccc1
    7	-4.6	-3	4	-1	-11	4	-5	-21	3
13. COCCN(C(=O)COC(=O)COc1ccc2c(c1)CCC2)c1c(N)n(Cc2ccccc2)c(=O)[nH]c1=O
    0	-0.5	3	0	-8	6	0	7	-5	-10
14. CCOc1ccc2c(c1)c1nnc(SCC(=O)NC3CC3)nc1n2C
    -1	-0.1	-9	-1	4	0	-1	1	-6	0
15. Cc1ccc(-n2nnnc2SCC(=O)NC(=O)Nc2ccc3c(c2)OCCO3)cc1
    0	1.2	-4	-2	2	-3	-17	-10	-3	6
16. COc1ccc(NC(=O)CCNS(=O)(=O)c2ccc(Cl)c([N+](=O)[O-])c2)cc1S(N)(=O)=O
    3	-1.0	3	-1	4	2	2	-1	8	2
17. CCOC(=O)c1oc2ccc(CNC(C)(C)C)c(Cl)c2c1C
    3	-1.1	-2	97*	-7	-1	5	8	-13	-2
18. O=c1[nH][nH]c2c1C(c1ccc(F)cc1)OC(CCc1ccccc1)C2 (centres undefined)
    4	0.0	-1	-8	-9	9	.	-2	1	3
19. CCOC(=O)C1=C[C@@H](C(C)(C)C)N(S(=O)(=O)c2ccc(C)cc2)[C@H]1c1cccc2ccccc12
    0	0.1	-2	-4	4	-2	.	-3	7	-1
20. O=C(CN1C(=O)S/C(=C\c2ccccc2F)C1=O)NC1CCS(=O)(=O)C1 (centres undefined)
    -1	0.3	7	-9	-2	6	1	8	-4	-4
21. O=C1CCC(C(=O)N2CCSCC2)CN1Cc1ccc(Cl)cc1 (centres undefined)
    3	-0.5	1	6	7	4	1	1	13	-4
22. COc1ccc(-c2cc(=O)c3cc(OC)c(OC)cc3[nH]2)cc1
    3	-0.6	1	5	-8	-3	-2	-10	-5	1
23. CC(=O)c1ccccc1NC(=O)COC(=O)CCCN1C(=O)c2cccc3cccc(c23)C1=O
    0	-4.6	0	-1	6	19*	-3	0	-18	1
24. CN(c1ccc(OCC(=O)NC2CCCC2)cc1)S(=O)(=O)c1cccs1
    -3	0.2	-1	2	4	-1	-2	6	4	2
25. CCOC(=O)c1ccc(-n2c(CN3CCN(CC)CC3)nc3ccc([N+](=O)[O-])cc3c2=O)cc1
    0	-1.4	-3	-1	1	2	6	-4	11	-4
26. O=C(/C=C/c1cccc([N+](=O)[O-])c1)N1CC[C@@]2(O)CCCC[C@H]2C1
    5	-1.5	-4	1	-7	-1	1	-10	-13	-4
27. Cc1cc(Br)c(NC(=O)CN(C)CCOc2ccccc2)c(Br)c1
    8	-2.4	-3	0	-1	-4	-17	-1	-9	3
28. C[C@@H]1CCN(C2CC2)S(=O)(=O)c2ccc(N3CCC[C@@H]3C)cc2O1
    -1	.	2	-3	.	3	.	7	4	1
29. COc1ccc(OCCOC(=O)CNC(=O)c2cccc(C)c2)cc1
    2	-1.5	-5	-3	3	-5	2	-5	-2	5
30. COc1cccc(NC(=S)NCc2ccc(F)cc2)c1
    -5	-0.8	1	-3	-2	14	-5	2	-11	4
31. COc1ccccc1NC(=O)N1CCCC1C(=O)NCC1CCCO1 (centres undefined)
    -7	-0.7	2	15	-4	-2	-1	3	0	3
32. CCCCCCCCN1C(=O)[C@@H](CC(=O)NCCC(C)C)C[C@@]2(C(=O)OC)C1=C[C@H](C(C)C)O[C@@H]2C1CC1
    5	.	-2	-3	.	7	.	-4	-3	7
33. O=C(Nc1cccc2ccccc12)/C(Cl)=C/c1ccccc1
    2	-0.3	-1	0	-2	-7	-30	-22	-4	-1
34. CCN1CCN(CC(=O)Nc2cc(F)ccc2C)CC1
    -2	-1.8	2	6	-2	-12	5	-7	-23	1
35. Cc1cc(C)c(C#N)c(SCS(=O)c2ccc(C(C)(C)C)cc2)n1 (centres undefined)
    -2	0.4	-1	0	5	-2	-12	-7	-7	4
36. Cc1nc(NC(=O)CSc2nnc(C3CC3)n2C)sc1C(=O)N(C)C
    -1	-1.9	0	0	-6	3	3	7	5	-6
37. CN1CCN(S(=O)(=O)c2ccc(Sc3nnc(-c4cccs4)n3-c3ccccc3)nc2)CC1
    1	2.4	-1	4	-6	16	-1	9	-7	-4
38. C=CCN1C(=O)C(O)(CC(=O)c2ccccc2)c2ccccc21 (centres undefined)
    1	-0.8	0	-1	-6	-3	4	4	1	-2
39. COc1cccc2c(=O)n(CC(=O)Nc3ccccc3F)ccc12
    7	0.7	-5	-1	0	0	6	-3	7	-1
40. COc1ccc(C(NC(=O)CN2CCCCCC2)c2ccc(OC)cc2)cc1
    0	-1.3	1	0	-1	2	-12	-7	-11	6
41. CCC(C)n1cnc2c(c1=O)c1nc3ccccc3nc1n2-c1ccc2c(c1)OCCO2 (centres undefined)
    0	1.6	1	3	-2	-7	-2	-2	3	5
42. COc1cc(NC(=O)c2cc(-c3ccccc3Cl)on2)cc(OC)c1OC
    1	-2.1	-3	-3	-7	-3	-18	-14	-12	0
43. COc1cc(NC(=O)c2cccc(C)c2)c(OC)cc1NC(=O)CN1CCCCC1
    -2	-1.2	-7	-3	9	12	-6	-3	9	9
44. O=C(COc1ccc(S(=O)(=O)N2CCCC2)cc1)NCc1cccnc1
    -3	-2.6	-3	-1	-1	2	-4	-7	4	7
45. Nc1ccc(N2CCOCC2)c(Cl)c1
    -1	1.4	-1	-1	4	3	8	-7	-4	-5
46. COc1ccc(CNc2ncc(-c3ccccc3)n2C)c2ccccc12
    5	-2.1	0	-1	-12	2	3	12	-12	-1
47. COc1ccc(CN2C(=O)CSCC2(C)C(=O)Nc2c(C)cccc2C)cc1 (centres undefined)
    4	0.2	-4	-2	-3	8	.	0	-7	7
48. Cc1ccc(Cn2c(SCCN3CCCCC3)nc3c2c(=O)[nH]c(=O)n3C)cc1
    1	-1.6	33*	2	-2	3	-6	0	2	3
49. Cc1ccc(S(=O)(=O)Nc2ccccc2/C=N/c2nc3ccccc3n2C(C)C)cc1
    12	0.5	1	2	-3	-6	-30	-1	5	5
50. CCCCCC(=O)NC1CCCCN(Cc2ccc(Cl)cc2)C1=O (centres undefined)
    -2	.	0	2	.	0	.	-1	5	4
51. O=P(Cc1cccc2ccccc12)(c1ccccc1)c1ccccc1
    -3	-1.4	2	4	-5	-2	-15	-2	-13	-4
52. CCCc1nnc(SCC(=O)Nc2ccc3c(c2)OCCO3)n1CCOC
    0	0.2	-3	0	11	-4	4	5	-6	5
53. CCNC(=S)NNC(=O)Cn1c(=O)c2c(ncn2CCOC)n(Cc2ccccc2)c1=O
    -2	1.7	2	2	-10	8	-1	-1	-10	6
54. Cc1nn(Cc2ccccc2Cl)c(Cl)c1/C=C/C(=O)OCC(=O)NC(N)=O
    -5	-3.1	-3	1	4	-6	7	2	-3	-4
55. CSc1ccc(S(=O)(=O)NCC(=O)OCC(=O)NCC2CCCO2)cc1[N+](=O)[O-] (centres undefined)
    5	-0.6	-2	-1	4	-7	-2	-2	4	0
56. C=CCn1c(CNC(=O)c2ccccc2F)nnc1SCC(=O)N1CCOCC1
    0	-2.2	-2	-1	5	-5	10	-1	-6	2
57. CCCCn1c(N)c(N(CC(C)C)C(=O)c2cccc(S(=O)(=O)N(CC)c3ccccc3)c2)c(=O)[nH]c1=O
    -1	2.6	-2	0	5	1	0	5	6	2
58. NC(=O)c1ccccc1N/C=C/C(=O)c1ccc(Cl)cc1Cl
    1	0.4	0	-1	6	-2	-16	-10	9	4
59. Cc1ccc(Sc2c([N+](=O)[O-])c(=O)n(C)c3ccccc23)cc1
    -3	-0.7	14	0	-15	1	7	7	-2	-6
60. CC(=O)c1c(C)nc2ccc(Cl)cn12
    0	1.4	-3	-3	-1	4	5	-2	1	-1
61. Cc1cc(CSc2ccccc2)ccc1NC(=O)c1ccc(C)c([N+](=O)[O-])c1
    3	-1.3	-3	-3	2	3	1	0	-13	-2
62. COc1ccc(NC(=O)NC2CCCc3ccccc32)cc1OC (centres undefined)
    4	-2.4	-2	-1	7	-8	-1	-8	-2	-4

# Whole records from above. Values in the order: LEDGF integ inh	PG9 binder	PRMT1 inh	UHRF1 binding	TCR CD3 inh	SIAE primary	HTRA1 inh	mABHD4 FP	TDP2 inh	DDE Tn7 FP inh
# `Cc1cc(CSc2ccccc2)ccc1NC(=O)c1ccc(C)c([N+](=O)[O-])c1` in the list: 3	-1.3	-3	-3	2	3	1	0	-13	-2
# `Cc1nn(Cc2ccccc2Cl)c(Cl)c1/C=C/C(=O)OCC(=O)NC(N)=O` in the list: -5	-3.1	-3	1	4	-6	7	2	-3	-4
# `Cc1ccc(S(=O)(=O)Nc2ccccc2/C=N/c2nc3ccccc3n2C(C)C)cc1` in the list: 12	0.5	1	2	-3	-6	-30	-1	5	5
